S100A4 MyoIIA: blocks human S100A4 binding to myosin IIA peptide | inhibition, % at 10.7 µM | S100A4/TAMRA-MyoIIA peptide fluorescence polarization | P26447 | actives 0.14% (n = 360,000);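 active = mean inhibition of at least 70% across replicates, with every replicate also reaching that level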
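Material: S100A4 monomer protein / Buffer or medium: 50 mM HEPES pH 7.2, 10 mM CaCl2, 100 mM KCl / Times: 5 min incubation before reading / Benchmarks: neutral control DMSO, positive control TFP / Reagent: labelled myosin peptide probe, 5 nM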
Xi reactivation: X-chromosome reactivation activator | XiGFP mouse fibroblasts, % GFP-positive cells imaging, 3 d; cells co-treated with 5-aza-dC sensitizer; scaled so ellipticine positive control = 100% | activation, % at 7.58 µM | actives 0.055% (n = 360,000) | AID 743238;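 active = mean normalized replicate activation at least 10% and every replicate at or above 10%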;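 also: 0% = median of on-plate neutral control wells and 100% = ellipticine 6 µM median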
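material = 68-5-11 XiGFP fibroblast line | medium = DMEM plus 5-aza-dC sensitizer | schedule = 3 days compound exposure | benchmarks = positive control ellipticine, 6 µM final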
Cneo AK release: Cryptococcus neoformans lysis via adenylate kinase release. C. neoformans lysis, adenylate kinase release luminescence, 4 h; normalised: neutral wells 0, clomiphene wells 100. lysis activity, % at 15 µM. actives 0.2% (n = 360,000);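 active = mean lysis activity across replicates of at least 80%, whatever share of replicates individually reach that level; inactive = mean lysis activity below 80%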
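Material: C. neoformans cells; Schedule: 4 h static compound exposure, 37 °C, read 1 h post-reagent; Measured by: adenylate kinase release luminescence; Read-out: signal increase indicating cell lysis; Controls: Clomiphene as positive lysis control.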
SIRT5 inh: blocks human SIRT5 desuccinylation of peptide; Purified SirT5, succinyl-peptide AMC, trypsin-coupled fluorescence; inhibition, % at 15 µM; actives 1.1% (n = 330,000); AID 652115; in the data active = inhibition above about 15%
ERAP1 inh: ERAP1 (human) enzyme inhibition; Q9NZ08; AID 652197; recombinant ERAP1, Leu-AMC fluorescence, 60 min; inhibition, % at 10.7 µM; actives 0.15% (n = 340,000);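 active = mean replicate inhibition of at least 30%, or all replicates individually reaching that 30% level; inactive = mean below 30% and not every replicate reaching it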;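 also: 0% = neutral control wells and 100% = L-leucinethiol positive control wells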
Target sequence (Q9NZ08 whole entry, looked up): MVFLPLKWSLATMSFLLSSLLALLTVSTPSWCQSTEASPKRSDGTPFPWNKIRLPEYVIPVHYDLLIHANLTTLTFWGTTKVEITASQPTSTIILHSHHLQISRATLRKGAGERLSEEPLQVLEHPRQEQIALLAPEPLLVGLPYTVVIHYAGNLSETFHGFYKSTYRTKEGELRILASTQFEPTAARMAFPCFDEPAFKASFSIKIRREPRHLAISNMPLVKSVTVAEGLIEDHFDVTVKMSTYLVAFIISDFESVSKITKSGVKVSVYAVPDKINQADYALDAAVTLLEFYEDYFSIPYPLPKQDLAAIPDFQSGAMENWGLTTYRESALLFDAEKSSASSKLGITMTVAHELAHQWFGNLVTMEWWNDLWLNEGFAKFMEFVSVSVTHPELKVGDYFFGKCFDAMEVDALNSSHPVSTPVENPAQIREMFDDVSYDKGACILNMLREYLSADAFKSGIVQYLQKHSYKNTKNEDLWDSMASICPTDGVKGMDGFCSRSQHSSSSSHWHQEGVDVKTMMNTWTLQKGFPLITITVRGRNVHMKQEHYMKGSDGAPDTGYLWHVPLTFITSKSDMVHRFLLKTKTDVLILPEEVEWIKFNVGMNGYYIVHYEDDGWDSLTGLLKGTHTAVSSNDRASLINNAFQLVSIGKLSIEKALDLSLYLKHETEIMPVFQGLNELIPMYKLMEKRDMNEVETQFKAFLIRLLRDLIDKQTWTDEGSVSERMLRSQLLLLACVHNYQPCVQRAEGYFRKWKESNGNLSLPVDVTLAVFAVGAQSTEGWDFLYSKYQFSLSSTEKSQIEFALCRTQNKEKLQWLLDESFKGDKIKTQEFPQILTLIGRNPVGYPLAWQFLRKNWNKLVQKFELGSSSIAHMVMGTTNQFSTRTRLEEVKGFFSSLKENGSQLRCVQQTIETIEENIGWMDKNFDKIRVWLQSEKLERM
C2C12 statin: suppression of simvastatin myotoxicity; C2C12 myotubes + simvastatin, ATP luminescence, 48 h; scaled: DMSO 0, geranylgeraniol control 100; rescue of ATP level, % at 7.49 µM; actives 0.78% (n = 330,000); AID 602340;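 active = mean ATP rescue above about 67%, or every replicate alone reaching that limit, limit read from the data, passing the limit was not always enough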;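 also: myotubes were challenged with 10 µM simvastatin during compound exposure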
PGC1a acetyl inh: PGC1a acetylation modulation, inhibitor mode | U2OS PGC1a acetylation, AlphaScreen anti-acetyl-lysine; with virally co-expressed GCN5 acetyltransferase | inhibition, % at 15.6 µM | actives 0.17% (n = 350,000);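 active = every replicate shows inhibition of at least 40%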;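 also: 0% = neutral control wells and 100% = positive control wells; some results beyond the cut were filed as inactive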
LGR2 antag: blocks bursicon-induced cAMP signaling via Drosophila LGR2; AID 720647; inhibition, % at 9.99 µM; HEK293 LGR2, CRE-luciferase, bursicon-stimulated, 4 h; actives 0.35% (n = 380,000);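 active = drop in luminescence signal, shown as inhibition above about 50% in the replicate tests, limit read from the data, passing the limit was not always enough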;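 also: agonist challenge used bursicon conditioned medium at about half maximal strength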
Active calls of the source: *; / = no result given. Some of the compounds tested, so the mix of outcomes need not match the whole.

SMILES	S100A4 MyoIIA	Xi reactivation	Cneo AK release	SIRT5 inh	ERAP1 inh	C2C12 statin	PGC1a acetyl inh	LGR2 antag
Cc1sc2nc(C(C)C)nc(SCC(=O)NC3CC3)c2c1C	1	0.0	2	3	-3	-6	3	-2
COc1ccc2nc(Nc3nc(CSc4ccc(C)cc4)cc(=O)[nH]3)nc(C)c2c1	3	0.0	-3	-9	0	/	3	-5
Cc1ccc2nc(SCC(=O)N3CCCc4ccccc43)nc(=O)n2c1	-8	-0.1	-2	6	-1	-1	18	5
Cc1nnc(SCC(=O)Nc2ccc(N3CCOCC3)cc2)n1Cc1ccccc1	13	-0.1	-3	-2	-6	9	6	4
O=C(CSc1nnc(-c2ccncc2)o1)Nc1ccccc1C(F)(F)F	4	0.0	3	0	0	8	-6	1
CC1CCCCN1C(=O)COc1ccccc1F (configuration not stated)	-1	0.1	2	2	0	8	-1	8
CN(C)c1ccc(C(=O)NCC(c2cccs2)N2CCOCC2)cc1[N+](=O)[O-] (configuration not stated)	-2	0.0	0	-2	-1	-4	/	-8
NC(=O)C1CCN(CC(=O)N2N=CCC2c2ccccc2)CC1 (configuration not stated)	-1	0.0	0	-5	2	/	6	-36
COCC#Cc1ccc([C@H]2[C@H]3CN(C(=O)C4CC4)CC(=O)N3[C@H]2CO)cc1	23	0.2	/	-2	1	/	12	-3
Cc1ccccc1-c1nc(CSc2nc3c(c(=O)[nH]2)CCC3)c(C)o1	-7	0.0	1	1	-1	7	3	-3
Cc1cc(NC(=O)CCc2c[nH]c3ccccc23)ccc1Oc1cccnc1	-11	0.1	/	/	-3	/	/	6
Cc1cccc(C)c1NC(=O)C1c2ccccc2OCC(=O)N1Cc1ccco1 (configuration not stated)	7	0.0	/	-2	/	/	/	-8
CC1CCC(NC(=O)c2[nH]c(C(F)(F)F)nc2-c2ccccc2)CC1 (configuration not stated)	8	0.3	-1	-8	0	-2	6	8
Cc1cccc(NC(=S)N/N=C/C(C)c2ccccc2)c1C (configuration not stated)	-4	0.1	/	1	0	/	/	-13
Cc1ccc(C)c(N2N=C(C(=O)Nc3ccc(S(=O)(=O)N4CCCC4)cc3)CCC2=O)c1	-2	0.1	-1	0	-2	1	-9	-2
Cc1cc(-c2csc3ncnc(N4CCN(C)CC4)c23)cc(C)c1C	-3	0.0	1	-3	5	1	/	6
COC(=O)[C@@H]1[C@@H](CO)[C@@H]2Cn3c(ccc(C4=CCCC4)c3=O)[C@@H]2N1C(=O)C1CCCC1	3	0.0	3	-3	1	-18	/	-4
COc1ccc(OC)c(N(C)S(=O)(=O)c2ccc3c(c2)N(C(C)=O)CCO3)c1	14	0.0	-9	-8	5	26	0	-6
O=C(C[C@H]1CC[C@H]2[C@@H](COC[C@@H](O)CN2Cc2cc(F)cc(F)c2)O1)Nc1nccs1	/	0.4	-2	/	/	0	-6	0
CC12CCC(=O)N1C(C(=O)Nc1ccc(Cl)c(S(=O)(=O)N3CCCCC3)c1)CS2 (configuration not stated)	-6	0.0	/	0	-2	/	/	22

In the list so far, these contain two or more sulfur atoms.
SMILES	S100A4 MyoIIA	Xi reactivation	Cneo AK release	SIRT5 inh	ERAP1 inh	C2C12 statin	PGC1a acetyl inh	LGR2 antag
Cc1sc2nc(C(C)C)nc(SCC(=O)NC3CC3)c2c1C	1	0.0	2	3	-3	-6	3	-2
CC12CCC(=O)N1C(C(=O)Nc1ccc(Cl)c(S(=O)(=O)N3CCCCC3)c1)CS2 (configuration not stated)	-6	0.0	/	0	-2	/	/	22

Further results
SMILES	S100A4 MyoIIA	Xi reactivation	Cneo AK release	SIRT5 inh	ERAP1 inh	C2C12 statin	PGC1a acetyl inh	LGR2 antag
CCCCCCSc1ccc([C@@H]2[C@@H]3C(=O)N(CC)C(=O)[C@@H]3[C@]3(C(=O)OC)CCCCN23)cc1OC	-1	0.0	-3	-1	-2	-6	-18	-18
CC(C)NC(=O)Nc1ccc2c(c1)C(=O)N([C@@H](C)CO)C[C@@H](C)[C@@H](CN(C)C(=O)Nc1ccc(C(F)(F)F)cc1)OCCCC[C@@H](C)O2	-12	0.0	3	7	-2	/	-2	8
O=C1C(c2ccc(F)cc2)N(Cc2ccc3c(c2)OCO3)C(=O)CN1C1CCCCC1 (configuration not stated)	1	/	-1	3	0	23	-34	-4
COc1ccccc1OCCn1c(SCC(=O)O)nc2ccccc21	-2	0.0	1	2	-1	-2	13	7
O=c1c2ccccc2[nH]c2ccccc12	-1	/	4	-19	-20	10	-4	/
COc1ccc(OC)c(C(C)NC(=O)c2ccc(Br)cc2)c1 (configuration not stated)	-6	0.0	1	/	4	/	0	39
CCCCn1c(N)c(N(C(=O)CSc2nnnn2-c2ccccc2)C2CCCC2)c(=O)[nH]c1=O	1	-0.1	1	-10	-1	24	6	-1
NS(=O)(=O)c1ccc(CCNC(=O)c2ccc3nccnc3c2)cc1	-6	-0.2	0	2	0	7	10	5
C/C=C/c1ccc2c(c1)O[C@@H](CN(C)C(=O)c1ccc3c(c1)OCO3)[C@@H](C)CN([C@H](C)CO)S2(=O)=O	7	-0.6	-1	3	1	-3	-18	-6
O=C(COC(=O)c1ccc(F)c(S(=O)(=O)N2CCOCC2)c1)NCCc1ccc(F)cc1	-3	0.2	1	2	-1	6	1	1
Cc1ccc(S(=O)(=O)c2nnn3c2nc(Nc2cccc(C)c2)c2ccccc23)cc1	/	0.2	2	/	/	6	-2	-13
O=C(C[C@H]1CC[C@H]2[C@@H](COC[C@@H](O)CN2S(=O)(=O)c2ccc(Cl)cc2)O1)NCCN1CCCC1	1	0.1	-1	0	2	11	2	9
COc1ccc(NC(=O)Nc2ccc3c(c2)[C@@H]2C[C@H](CC(=O)NCCc4ccccc4)O[C@@H](CO)[C@@H]2O3)cc1	-1	0.2	4	-1	-1	-4	8	3
COc1cccc(S(=O)(=O)N2CCCCN3[C@@H](CO)[C@@H](c4ccc(-c5ccccc5)cc4)[C@@H]3C2)c1	2	0.1	0	-1	0	/	-15	4
C/C(CC(=O)Nc1ccc(C)c(Cl)c1)=N\NC(=O)C1CCCCC1	-6	0.3	1	0	-6	9	/	5
O=C(COc1ccccc1C(=O)Nc1ccccc1)c1ccc(F)cc1	-7	0.0	/	-1	4	/	-7	10
CC(C)Oc1ccc(CNC(=O)C2CCCN(S(=O)(=O)N3CCOCC3)C2)cc1 (configuration not stated)	-4	0.1	9	3	-1	-16	-7	2
CCOC(=O)C1CCCN(C(=O)CN2C(=O)NC(C)(c3ccc4ccccc4c3)C2=O)C1 (configuration not stated)	-1	0.2	-2	1	1	7	8	-5
CCOC(=O)C1(C)CCN1C(=O)c1cccc(OC(F)(F)F)c1 (configuration not stated)	-3	0.4	0	/	0	0	2	1
Brc1cc2c(cc1CN1CCc3ccccc3C1)OCO2	1	-0.1	-1	-5	6	-6	4	0
O=C(CN1N=C(c2ccccc2)CCC1=O)NCCN1CCc2ccccc2C1	/	0.1	-6	/	/	/	-5	9
COCCCNC(=O)CSC1=Nc2ccccc2C2=NC(c3ccccc3)C(=O)N12 (configuration not stated)	-2	0.0	/	-4	17	-2	6	1
COc1ccc(NC(=O)N(C)C[C@@H]2Oc3ccc(N(C)C)cc3C(=O)N([C@H](C)CO)C[C@H]2C)cc1	11	-0.2	51	4	3	-4	3	-4
Cc1ccc(/C=N/n2c(-c3ccncc3)n[nH]c2=S)s1	0	0.2	/	-4	-3	5	-4	7
Cc1ccc(O)c(NC(=S)NC(=O)/C=C/c2ccccc2)c1	1	0.1	7	1	-1	2	-7	-8
CN(C)c1cccc(C(=O)OCC(=O)Nc2ccccc2Cl)c1	-1	-0.1	-1	-2	6	7	3	16
O=[N+]([O-])c1ccccc1S(=O)(=O)Oc1ccc(C(=S)N2CCOCC2)cc1	-6	0.4	/	1	1	/	/	12
Cc1cc(C)c2sc(NC(=O)c3ccc([N+](=O)[O-])o3)nc2c1	3	0.0	1	-5	1	46	/	-10
CCOC(=O)C(C)Sc1nc(-c2cccs2)ccc1C#N (configuration not stated)	/	/	-2	/	/	-2	2	-17
Cc1noc(C)c1S(=O)(=O)N(C)C[C@H]1OCCCC[C@@H](C)Oc2ccc(NC(=O)Nc3cccc4ccccc34)cc2C(=O)N([C@@H](C)CO)C[C@@H]1C	-3	-0.1	0	0	3	/	14	-5
CC(C(=O)NCc1ccc(Cl)cc1)n1cccc1C(=O)c1ccccc1 (configuration not stated)	1	0.0	1	-3	-1	25	1	7
O=C(COC(=O)c1ccccc1F)Nc1ccc2c(c1)OCCO2	-1	0.0	-21	-1	1	7	-1	-23
COc1ccc(CC(=O)N/N=C(\C)c2cccs2)cc1	-4	0.0	2	-6	1	-5	-10	-17
CCN1[C@@H]2Cn3c(ccc(-c4ccccc4)c3=O)[C@H]1[C@@H](C(=O)NC1CCC1)[C@@H]2CO	/	0.1	-3	/	/	-7	6	15
CCC(=O)Nc1sccc1C(=O)OC	8	/	/	-3	3	17	5	/
CC1=NN(C(C#N)c2ccccc2)C(c2ccccc2)C1 (configuration not stated)	-4	0.3	-1	-2	2	/	3	-1
CCCC1NC(=O)c2cccnc2-n2c1nc1cc(C)cc(C)c1c2=O (configuration not stated)	-3	0.0	-1	-10	9	6	/	-24

Among those listed so far, 7 contain a thiophene ring, fused or not:
SMILES	S100A4 MyoIIA	Xi reactivation	Cneo AK release	SIRT5 inh	ERAP1 inh	C2C12 statin	PGC1a acetyl inh	LGR2 antag
Cc1sc2nc(C(C)C)nc(SCC(=O)NC3CC3)c2c1C	1	0.0	2	3	-3	-6	3	-2
CN(C)c1ccc(C(=O)NCC(c2cccs2)N2CCOCC2)cc1[N+](=O)[O-] (configuration not stated)	-2	0.0	0	-2	-1	-4	/	-8
Cc1cc(-c2csc3ncnc(N4CCN(C)CC4)c23)cc(C)c1C	-3	0.0	1	-3	5	1	/	6
Cc1ccc(/C=N/n2c(-c3ccncc3)n[nH]c2=S)s1	0	0.2	/	-4	-3	5	-4	7
CCOC(=O)C(C)Sc1nc(-c2cccs2)ccc1C#N (configuration not stated)	/	/	-2	/	/	-2	2	-17
COc1ccc(CC(=O)N/N=C(\C)c2cccs2)cc1	-4	0.0	2	-6	1	-5	-10	-17
CCC(=O)Nc1sccc1C(=O)OC	8	/	/	-3	3	17	5	/

From PubChem BioAssay
